cln2 rad14: NCI yeast anticancer drug screen, S. cerevisiae cln2 rad14 strain; AID 165; 78,000 compounds, 8.3% hits; % growth inhibition at 50 µM;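 also: 0% = growth of vehicle-only cultures of the same strain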
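The screen exposed genetically defined yeast (cln2 rad14) to test compounds and scored growth inhibition relative to vehicle-treated controls.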
mlh1 rad18: NCI yeast anticancer drug screen, S. cerevisiae mlh1 rad18 strain; % growth inhibition at 50 µM; 79,000 compounds, 11% hits;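 also: 0% = growth of vehicle-only cultures of the same strain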
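Steps: expose repair-defective yeast to compound; measure growth; express inhibition against vehicle-treated controls.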
yeast bub3: NCI yeast anticancer drug screen, S. cerevisiae bub3 mutant strain. AID 167. growth inhibition, % at 50 µM. 78,000 compounds, 9.9% hits;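 also: 0% = growth of vehicle-only cultures of the same strain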
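Readout: yeast growth inhibition, expressed relative to vehicle-only wells. The test organism is a mutant strain from a panel with lesions in DNA repair or checkpoint genes.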
yeast mec2-1: NCI yeast anticancer drug screen, S. cerevisiae mec2-1 strain; growth inhibition, % at 50 µM; 79,000 compounds, 9% hits; AID 157;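 also: 0% = growth of vehicle-only cultures of the same strain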
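Strain: mec2-1 (DNA repair/cell cycle alteration). Compound exposure, then growth measured; inhibition expressed relative to vehicle.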
rad50: NCI yeast anticancer drug screen, S. cerevisiae rad50 strain. AID 155. % growth inhibition at 50 µM. 79,000 compounds, 10% hits;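 also: 0% = growth of vehicle-only cultures of the same strain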
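Vehicle-treated cultures provide the reference for the growth inhibition reported for compound-exposed, repair-deficient yeast.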
sgs1 mgt1: NCI yeast anticancer drug screen, S. cerevisiae sgs1 mgt1 strain | growth inhibition, % at 50 µM | 78,000 compounds, 10% hits | AID 161;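 also: 0% = growth of vehicle-only cultures of the same strain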
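Growth of a repair-deficient yeast mutant was monitored after compound treatment and expressed as inhibition relative to vehicle-treated cultures.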
The depositor's hits bear a star; & = joins results of further samples. Rule as the data show it: active = growth inhibition above about 70%; inactive = the rest.

SMILES	cln2 rad14	mlh1 rad18	yeast bub3	yeast mec2-1	rad50	sgs1 mgt1
O=C(OCC(Cl)(Cl)Cl)N1[C@H]2C3=C(CCC3)[C@@H]([C@H]3O[C@H]32)N1C(=O)OCC(Cl)(Cl)Cl	21	2	10	-8	-39	-2
CSc1cccc(N2C(=O)CC(Sc3ccccc3N)C2=O)c1 (centres undefined)	15	-18	8	10	7	16
C=CS(C)(=O)=O	-10	24	9	0	19	9
CC(=O)CC(=O)OC1CC(C)CCC1C(C)C (centres undefined)	15	23	-26	-24	12	-6
O=S(=O)(N/C(=C(\NS(=O)(=O)c1ccccc1)c1ccccc1)c1ccccc1)c1ccccc1	18	61	61	6	64	39
Oc1ccc(C2CC(O)c3ccccc3O2)cc1 (centres undefined)	-25	-2	-20	5	-20	-12
C/C(CCCCCCCCC#N)=N/NC(N)=O	-24	-24	16	9	9	-13
CC(=O)N1C=CC(=Cc2ccccc2)C=C1	-1	4	13	6	0	-31
Cc1c(C#N)c(N)[nH]c(=S)c1C#N	1	11	0	20	6	5
O=C1CSC(=NCCN=C2NC(=O)CS2)N1	2	28	15	18	10	9
OC1[C@H](O)CN(OCc2ccccc2)C[C@@H]1O (some centres undefined)	-20	-18	8	-2	-14	-15
S=C(Cc1ccccc1)N1CCN(c2cccc(Cl)c2)CC1	-36	-16	27	-9	-14	-3
CC(C)CC1=C(C(=O)c2ccoc2)CC(C)C1 (centres undefined)	12	-7	26	-8	7	-19
OC1CC2CCCCC2CC1c1ccccc1 (centres undefined)	0	34	27	3	14	-15
Nc1nc2ccc(Cl)cc2[nH]1	-35	-14	-1	-18	4	-4
S=C(N/N=C\c1ccccc1)Nc1ccccc1	9	15	11	-1	7	-8
CC1(C)NC(=O)N(CCCCCCN2C(=O)NC(C)(C)C2=O)C1=O	6	9	-20	-9	5	6
Cc1ccccc1Nc1ncnc2nc[nH]c12	-17	1	-12	10	3	-3
Cc1ccc(NC(=O)/C=C2\CONC(c3ccccc3)=N2)cc1	-15	2	-7	-6	-10	-8
N#CCc1ccc(Nc2cc(=O)[nH]c(=O)[nH]2)cc1	-35	-8	-8	2	-8	4
COc1ccc(C2=C(Cl)c3cc(OC)c(OC)cc3C2Cl)cc1OC (centres undefined)	27	17	-6	19	42	22
Cn1c(=O)c2c(-c3ccccc3)onc2n(C)c1=O	34	45	3	13	16	22
N#C/C(=C\c1ccccc1)c1ccc(F)cc1F	7	10	7	31	33	6
CC(C)(C)C=C=C(C(C)(C)C)P(=O)(O)O	27	8	-30	-22	0	-5
COc1nc2c(c(=O)n1C)N=C(c1ccccc1)[C@H](C(CC(=O)c1ccccc1)c1ccccc1)C(c1ccccc1)N2 (some centres undefined)	8	20	36	61	52	54
Cn1c(=O)c2ccccc2c2cc(Br)ccc21	-15	21	8	6	41	4
COc1ccccc1N=Nc1c(-c2ccccc2)nn(C(N)=S)c1-c1ccccc1	12	7	0	-6	35	19
COc1cc([N+](=O)[O-])ccc1/C=C/C(=O)O	-20	14	-15	4	8	10
Cc1ccc(S(=O)(=O)NN=C2C3C=CC2CC3)cc1	6	5	3	-2	12	3
CSc1ccc(NC(=O)Nc2c(C)cc(C)cc2C)cc1	4	11	16	13	3	20
CC1CCN(C(=S)NNC(C)c2cc3ccccc3cn2)CC1 (centres undefined)	85*	87*	86*	76*	83*	89*
NCCCN	-6	7	4	-7	9	-11
CN(Cc1cc(Br)cc(Br)c1O)Cc1c[nH]c2ccccc12	62	74*	41	31	68	86*
CCCC1=C(c2ccc(OC)cc2)Cc2cc(OC)ccc21	-2	9	2	-17	-15	-1
S=C(NN1CCOCC1)SSC(=S)NN1CCOCC1	99*	99*	100*	100*	100*	100*
O=C(Nc1ccc(NC(=O)Nc2cc(C(=O)Nc3ccc(C4=NCCN4)cc3)ccc2C(=O)Nc2ccc(C3=NCCN3)cc2)cc1)Nc1cc(C(=O)Nc2ccc(C3=NCCN3)cc2)ccc1C(=O)Nc1ccc(C2=NCCN2)cc1	95*	96*	97*	94*	96*	96*
COc1ccc(C(=O)/C=C/c2ccc(OCCCOc3ccc(/C=C/C(=O)c4ccc(OC)cc4)cc3)cc2)cc1	-25	-27	-20	-20	-7	4
CCCCC(=O)CCC(=O)O	14	13	10	12	10	5
O=C(O)/C(Cl)=C(/Cl)C(=O)Nc1cc(Cl)ccc1Cl	32	41	16	14	28	27
CCC(c1ccc(O)cc1)c1cc2c(cc1OCCO)OCO2 (centres undefined)	-11	-5	-8	-9	-16	-6
O=S(=O)(OCCCCCCCCCCOS(=O)(=O)c1ccc(Cl)cc1)c1ccc(Cl)cc1	9	-5	-5	-4	-8	-4
CC1CCC23COC(=O)C2C(O)CCC3C1(C)CC(O)c1ccoc1 (centres undefined)	5	4	-6	-28	8	-14
COC(=O)CCCCCCCCCCCCC1C=CCC1 (centres undefined)	9	4	-6	-31	9	11
CCOC(=O)/C=C/c1ccc([N+](=O)[O-])o1	34	85*	27	31	73*	91*
O=C1C=CC(=O)c2c(O)c(N3CCC[C@@H]3CO)c(Cl)c(O)c21	30	4	72*	41	30	51
CCOC1=Cc2c(oc3c(C(C)(C)C)cc(OCC)cc23)OC(C(C)(C)C)=C1	76*	20	79*	85*	71*	73*
O=C1C(=O)N(CN2CCCCC2)c2ccccc21	11	18	22	-41	10	26
O=C1/C(=C/c2ccc(O)c(CN3CCCCC3)c2)CCC/C1=C\c1ccc(O)c(CN2CCCCC2)c1	-8	19	-2	24	-1	2
COc1ccc(OC)c(NCC(=O)Nn2cnc3ccc(S(=O)(=O)Nc4cc(OC)ccc4OC)cc3c2=O)c1	21	37	51	13	37	28
CCOC(CSc1cc(C)c2ccccc2n1)OCC	3	-15	0	0	14	-11
O=C(NNc1c(F)c(F)c(C(F)(F)F)c(F)c1F)c1ccccc1	-64	-19	-15	-19	4	-11
Cc1ccc(C(O)CCN2CCOCC2)c(C)c1 (centres undefined)	57	69	70	45	81*	78*
CNc1ncnc2nc(OC)[nH]c12	0	-1	3	2	9	-17
CC(C)OP(=O)(OC(C)C)C(=NCCN=C(NNc1ccccc1[N+](=O)[O-])P(=O)(OC(C)C)OC(C)C)NNc1ccccc1[N+](=O)[O-]	19	-2	4	-14	-10	-4
C=CCNC(=O)c1ccccc1SC(C)=O	72*	89*	89*	91*	89*	89*
CC1CCCN1CCOC(=O)C(c1ccccc1)C1CCCC1 (centres undefined)	-5	11	3	36	-5	32
OCCCNc1nc2cc(Br)ccc2c2ccc(Br)cc12	-4	19	0	5	48	24
Cc1c2[nH]c3ccc(Br)cc3c2c(C)c2[nH]ccc(=O)c12	97*	97*	98*	99*	99*	99*
N#CC(/C(=N/N=C(N)N)C(=O)Nc1ccccc1[N+](=O)[O-])c1nc(-c2ccc([N+](=O)[O-])cc2)cs1 (centres undefined)	-17	9	3	18	9	10
O=C(O)CCc1ccc([N+](=O)[O-])cc1Cl	-25	0	-17	5	6	7

A stretch taken from the entries so far:
SMILES	cln2 rad14	mlh1 rad18	yeast bub3	yeast mec2-1	rad50	sgs1 mgt1
O=S(=O)(OCCCCCCCCCCOS(=O)(=O)c1ccc(Cl)cc1)c1ccc(Cl)cc1	9	-5	-5	-4	-8	-4
CC1CCC23COC(=O)C2C(O)CCC3C1(C)CC(O)c1ccoc1 (centres undefined)	5	4	-6	-28	8	-14
COC(=O)CCCCCCCCCCCCC1C=CCC1 (centres undefined)	9	4	-6	-31	9	11
CCOC(=O)/C=C/c1ccc([N+](=O)[O-])o1	34	85*	27	31	73*	91*
O=C1C=CC(=O)c2c(O)c(N3CCC[C@@H]3CO)c(Cl)c(O)c21	30	4	72*	41	30	51
CCOC1=Cc2c(oc3c(C(C)(C)C)cc(OCC)cc23)OC(C(C)(C)C)=C1	76*	20	79*	85*	71*	73*
O=C1C(=O)N(CN2CCCCC2)c2ccccc21	11	18	22	-41	10	26
O=C1/C(=C/c2ccc(O)c(CN3CCCCC3)c2)CCC/C1=C\c1ccc(O)c(CN2CCCCC2)c1	-8	19	-2	24	-1	2
COc1ccc(OC)c(NCC(=O)Nn2cnc3ccc(S(=O)(=O)Nc4cc(OC)ccc4OC)cc3c2=O)c1	21	37	51	13	37	28
CCOC(CSc1cc(C)c2ccccc2n1)OCC	3	-15	0	0	14	-11
O=C(NNc1c(F)c(F)c(C(F)(F)F)c(F)c1F)c1ccccc1	-64	-19	-15	-19	4	-11
Cc1ccc(C(O)CCN2CCOCC2)c(C)c1 (centres undefined)	57	69	70	45	81*	78*
CNc1ncnc2nc(OC)[nH]c12	0	-1	3	2	9	-17
CC(C)OP(=O)(OC(C)C)C(=NCCN=C(NNc1ccccc1[N+](=O)[O-])P(=O)(OC(C)C)OC(C)C)NNc1ccccc1[N+](=O)[O-]	19	-2	4	-14	-10	-4
C=CCNC(=O)c1ccccc1SC(C)=O	72*	89*	89*	91*	89*	89*
CC1CCCN1CCOC(=O)C(c1ccccc1)C1CCCC1 (centres undefined)	-5	11	3	36	-5	32
OCCCNc1nc2cc(Br)ccc2c2ccc(Br)cc12	-4	19	0	5	48	24
Cc1c2[nH]c3ccc(Br)cc3c2c(C)c2[nH]ccc(=O)c12	97*	97*	98*	99*	99*	99*
N#CC(/C(=N/N=C(N)N)C(=O)Nc1ccccc1[N+](=O)[O-])c1nc(-c2ccc([N+](=O)[O-])cc2)cs1 (centres undefined)	-17	9	3	18	9	10
O=C(O)CCc1ccc([N+](=O)[O-])cc1Cl	-25	0	-17	5	6	7

(further entries)
SMILES	cln2 rad14	mlh1 rad18	yeast bub3	yeast mec2-1	rad50	sgs1 mgt1
CC(=O)Nc1ccc(F)c(N)c1	-12	15	-9	-13	-3	9
O=C(O)Cc1ccccc1F	-18	-2	1	-14	-11	18
O=C1c2ccccc2C(=O)N1C/C=C/CN1C(=O)c2ccccc2C1=O	-9	2	8	-6	7	12
NC(CSCCSCCSCC(N)C(=O)O)C(=O)O (centres undefined)	-9	-4	-38	0	-4	11
COc1ccccc1C1CC(c2ccccc2)=Nc2ccccc2S1 (centres undefined)	6	-1	-31	-45	-4	1
COc1ncn(C2CC(OC(=O)c3ccc(C)cc3)C(COC(=O)c3ccc(C)cc3)O2)c(=O)n1 (centres undefined)	-22	-3	-1	-9	-8	-15
O=C(Nc1ccccc1Cl)c1ccccc1	7	20	2	18	30	15
C=CC(=O)Nc1ccccc1CC(c1c[nH]c2ccccc12)c1c[nH]c2ccccc12	84*	77*	75*	74*	85*	82*
CCOC(=O)C/C(O)=C(\N=Nc1nc[nH]c1C(N)=O)C(=O)OCC	-2	-1	16	24	1	-10
O=C(O)C(=O)Nc1ccccc1	-35	-6	2	-16	-4	-6
CC(=O)NNc1nc(C)c(C(=O)NNC(=O)C(=O)Nc2c(C)cccc2C(C)C)s1	9	44	38	33	43	47
N#Cc1ccc(Br)cc1	-20	18	-6	-3	8	17
C[C@H](CCC(=O)O)[C@H]1CC[C@H]2[C@@H]3[C@@H](O)C[C@@H]4C[C@H](O)CC[C@]4(C)[C@H]3C[C@H](O)[C@]12C	-21	8	-15	-7	-3	11
Cn1nc2ccc3nccc(N4CCN(CCO)CC4)c3c2n1	-17	-15	-8	-7	-26	-22
NC(=O)/N=C/NC(N)=O	-5	3	-24	-14	22	22
O=C(Cc1ccccc1)N/N=C(/c1nc2ccc([N+](=O)[O-])cc2[nH]c1=O)C(O)c1ccccc1Cl (centres undefined)	2	16	6	3	1	7
Oc1ccc(/C=N/NC(=S)NC2CC3CC2C2C=CCC32)c(O)c1 (centres undefined)	89*	90*	90*	91*	88*	92*
ClCCOCCOc1ccc(C2CCCCC2)cc1	-11&24	9&14	31&28	-1&12	-2&13	-4&56
CCOC(=O)NC(=O)CCC(=O)NN	3	12	1	4	1	-9
CC1(C)CC(=O)C=C(n2ccccc2=O)C1	8	-2	-20	-5	3	0
O=c1[nH]c(-c2ccc(-c3nc4cc([N+](=O)[O-])ccc4c(=O)[nH]3)cc2)nc2cc([N+](=O)[O-])ccc12	-7	-13	-24	-14	-33	-27
Cn1cc(-c2ccc3c(c2)OCO3)c2ccccc21	39	55	30	13	5	33
Cn1c2c(c(=O)c3ccccc31)CCC(C)(C)O2	-46	5	-13	-1	1	-12
CC1=CC(=O)OC(C)(c2ccccc2)O1 (centres undefined)	4	4	19	-16	2	33
CC(NC(=O)C(Cc1ccccc1)NC(=O)OCc1ccccc1)C(=O)NC1C(CO)OC(n2cnc3c(N)ncnc32)C1O (centres undefined)	-1	16	-2	-4	15	-2
COC1CC(C)(NC(C)=O)C2OC(c3ccccc3)OCC2O1 (centres undefined)	76*	70*	83*	81*	82*	72*
CCCCOc1ccc2nc3cc(Cl)ccc3c(Cl)c2n1	17&6	4&26	9&-12	-43&-11	-16&2	23&-10
O=C(OCCN=c1c2ccccc2ccc2ccccc12)c1cc([N+](=O)[O-])cc([N+](=O)[O-])c1	21	40	14	5	13	34
